Source: PubChem (several laboratories)
CAL PDZ FP-1 = untagged CAL PDZ binding inhibitors, primary screen, biochemical, fluorescence polarization, HTS. Golgi-associated PDZ and coiled-coil motif-containing protein (Homo sapiens), Q9HD26. purified CAL PDZ, TMR-peptide fluorescence polarization, 1 h. inhibition, % at 24.9 µM. 0.92% of 300,000 active. AID 602252, 2012;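 active = mean inhibition of at least 30% with at least half of replicates also reaching 30%; inconclusive = no clear call, values can overlap the other calls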;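 note: 0% = DMSO neutral control and 100% = excess unlabeled competitor peptide PRC23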
SR-BI DiI-HDL act = activators of SR-BI mediated DiI-HDL uptake, primary screen, ldlA[mSR-BI] CHO cells, DiI fluorescence. 3 h; 100 = double the neutral-control signal. activation, % at 12.5 µM. 0.096% of 320,000 active;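 active = mean replicate activation of at least 60% and every replicate at or above 60%; inconclusive = mean or all-replicate condition met, but not both; inactive = mean below 60% and not all replicates reaching 60%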;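 note: 0% = median plate neutral-control signal and 100% = twice that signal; values of inactives mirror those of a sister screen read the other way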
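system = CHO ldlA[mSR-BI] cells, LDL receptor-null, SR-BI overexpressing | medium = Ham's F12 with 0.5% BSA, HEPES 25 mM, pH 7.4 | probe or stimulus = DiI-HDL 10 µg/mL | compound dosing = single-point compound dose | incubation = compound exposure 3 h, 37 °C | technique = DiI fluorescence, bottom read | read-out = cell-associated DiI fluorescence as measure of HDL uptake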
Tat export inh = E. coli Tat export inhibitors, primary screen, MC4100, TorA-mCherry reporter, fluorescence, single point | inhibition, % at 10 µM | 0.036% of 340,000 active;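 active = mean replicate inhibition at least 50% and at least half of replicates individually reaching 50%; inconclusive = only one of the two criteria met; inactive = neither criterion met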;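 note: exported cargo escapes ClpAP degradation while cytoplasmic cargo is degraded and loses fluorescence; 0% = median of neutral control wells and 100% = median of NaSCN control wells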
E coli growth = E. coli V3065 growth inhibition, primary screen, counter-screen for AddAB inhibitor project, absorbance, OD600; 18 h; inhibition, % at 11.9 µM; 0.27% of 330,000 active;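 active = inhibition above the campaign's mean inhibition across all tested compounds plus 3 SD, cut at about 9.9% in these data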;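 note: uninfected addAB+ strain grown without phage in ampicillin broth; 0% = DMSO wells and 100% = ciprofloxacin 0.95 µg/ml wells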
MITF TRPM1 HTS = activators of MITF-driven TRPM1 promoter reporter, primary screen, cell-based, SK-MEL-5, luciferase, single point | activation, % at 12.5 µM | 0.75% of 300,000 active | SK-MEL-5 TRPM1-promoter luciferase, 24 h; % of positive control, neutral wells = 0;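 active = mean activation of at least 80% with every replicate also reaching 80%; inconclusive = mean reaches 80% but some replicate falls short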;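 note: 0% = neutral control wells and 100% = parthenolide positive control wells; values of inactives mirror those of a sister screen read the other way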
SR-BI DiI inh = inhibitors of SR-BI mediated HDL lipid uptake, primary screen, ldlA[mSR-BI] cells, fluorescence, single point; ldlA[mSR-BI] CHO cells, DiI-HDL uptake fluorescence, 3 h; inhibition, % at 12.5 µM; 0.96% of 320,000 active; AID 488896, 2010;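 active = mean replicate inhibition of at least 70% and a set share of replicates each scoring 70 or more; inconclusive = meets just one of the two criteria; inactive = fails both criteria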;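 note: 0% = median of neutral control wells and 100% = median of positive control wells; values of inactives mirror those of a sister screen read the other way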
Target sequence (Q61009 whole entry, looked up): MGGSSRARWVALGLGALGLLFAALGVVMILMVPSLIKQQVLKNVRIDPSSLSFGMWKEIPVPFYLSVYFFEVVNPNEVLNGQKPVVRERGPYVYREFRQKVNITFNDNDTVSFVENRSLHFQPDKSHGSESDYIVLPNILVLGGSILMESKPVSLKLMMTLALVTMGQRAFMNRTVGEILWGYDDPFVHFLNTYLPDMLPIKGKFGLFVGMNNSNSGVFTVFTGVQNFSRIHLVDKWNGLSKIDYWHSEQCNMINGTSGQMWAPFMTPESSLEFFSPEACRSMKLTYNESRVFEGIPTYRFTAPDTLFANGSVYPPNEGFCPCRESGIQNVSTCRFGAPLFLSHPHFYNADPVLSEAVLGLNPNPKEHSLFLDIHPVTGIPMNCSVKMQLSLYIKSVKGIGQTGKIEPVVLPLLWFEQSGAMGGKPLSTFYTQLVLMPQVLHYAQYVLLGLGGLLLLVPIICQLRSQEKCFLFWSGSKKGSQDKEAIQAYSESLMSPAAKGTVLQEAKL
AddAB inh = growth inhibition of E. coli expressing H. pylori AddAB, primary screen, AddAB inhibitor project, absorbance | inhibition, % at 11.9 µM | 0.29% of 330,000 active | AID 435030, 2010; in the data active = inhibition above about 12%;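 note: 0% = vehicle wells of infected cells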
phage Ecoli inh = growth loss of phage-infected E. coli, primary screen, RecBCD inhibitor project, absorbance, with phage, HTS; AID 651602, 2012; inhibition, % at 11.9 µM; 0.26% of 360,000 active; in the data active = inhibition above about 11%
CAL PDZ FP-2 = CAL PDZ peptide-binding inhibitors, primary screen, biochemical, fluorescence polarization, Cer-tagged CAL PDZ, HTS; purified CAL PDZ, TMR-peptide fluorescence polarization, 1 h; inhibition, % at 20 µM; 0.02% of 330,000 active; AID 504414, 2011;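 active = highest replicate inhibition of at least 40%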;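 note: plate controls were DMSO neutral control wells for no effect and unlabeled competitor peptide control wells for full effect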
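Test system: purified CerCALP PDZ construct; Compound dosing: one concentration, 20 µM compound; Also added: TMR-labelled reporter peptide T*-PRC34 bound in PDZ groove; Read-out: inhibition from polarization loss; Controls: unlabelled peptide and DMSO controls; Signal: FP readout, S and P plane fluorescence; Incubation: 1 h at RT.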
Wnt bcat act = Wnt/beta-catenin pathway activators, primary screen, cell-based, plate reader, single point. Wnt/beta-catenin reporter cell assay, activator. activation, % at 9.35 µM. 1.2% of 300,000 active. AID 743398, 2014; in the data active = activation above about 30%, passing the limit was not always enough; inconclusive = no clear call, values can overlap the other calls;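 note: 0% = neutral control wells and 100% = positive control wells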
An asterisk follows results filed as active; ? = inconclusive; . = no result given; & = joins results of further samples.

SMILES | CAL PDZ FP-1 | SR-BI DiI-HDL act | Tat export inh | E coli growth | MITF TRPM1 HTS | SR-BI DiI inh | AddAB inh | phage Ecoli inh | CAL PDZ FP-2 | Wnt bcat act
Cc1ccc(S(=O)(=O)N/N=C2/CC(c3ccccc3)Oc3ccccc32)cc1 (stereo not drawn) | 1 | -6 | 7 | 0.1 | 3 | 6 | 0.5 | 2.1 | -1.8 | .
COc1cc(NC(=O)c2cccnc2SC)cc(OC)c1 | 0 | -22 | -11 | -0.4 | 1 | 22 | -1.5 | 3.8 | 1.1 | -1
COC(=O)c1ccc(NC(=O)CN2CCCC2)cc1 | 5 | 7 | 1 | 0.6 | . | -7 | 2.8 | 3.2 | -1.6 | -11
CC(=O)Nc1ccc(NC(=O)CCNS(=O)(=O)c2cccc3nsnc23)cc1 | -2 | 8 | -2 | 0.6 | -2 | -8 | 0.9 | . | -1.3 | .
O=C(NC(CSSCC(NC(=O)c1ccccc1)C(=O)O)C(=O)O)c1ccccc1 (stereo not drawn) | -1 | 13 | -4 | 1.5 | -4 | -13 | 3.0 | 1.6 | 0.9 | -1
COc1ccccc1C(=O)NCC(=O)N1CCN(S(=O)(=O)c2ccc3c(c2)OCCO3)CC1 | -2 | 28 | -3 | -1.1 | -2 | -28 | 0.5 | 3.2 | -1.9 | -5
COc1cc(OC)c(S(=O)(=O)Nc2ccccc2N2CCCCC2)cc1NC(C)=O | 0 | . | 1 | 1.4 | -5 | . | -0.8 | -3.4 | -1.7 | -4
COCCCn1c(Cc2csc(Nc3ccccc3)n2)nnc1SCC(N)=O | . | 17 | -7 | 0.3 | . | -17 | 3.2 | -1.1 | -2.1 | .
COc1cccc(/C(O)=C2\C(=O)C(=O)N(c3ccccn3)C2c2cccc(OC)c2OC)c1 (stereo not drawn) | -2 | 5 | -11 | -1.1 | -8 | -5 | 0.7 | 2.3 | -0.9 | 5&0
Cc1cccc(N2CCN(C(=O)c3cc4c(=O)[nH]c5ccccc5c4n3C)CC2)c1C | -2 | -5 | -9 | 2.9 | -26 | 5 | 0.9 | 3.4 | -0.9 | 0
Cc1nc2ccc(Br)cn2c1C(=O)N/N=C\c1ccc(C(C)C)cc1 | -9 | -14 | -4 | 1.8 | . | 14 | -0.5 | 0.6 | 22 | -3
CCOc1ccccc1OCC(=O)Nc1nnc(C)s1 | 0 | 1 | -1 | 0.2 | 9 | -1 | 2.0 | -0.3 | -2.8 | .
COc1ccc(S(=O)(=O)N2CCC3(CC2)CC(=O)c2ccccc2O3)cc1 | 0 | -2 | -6 | 1.9 | 3 | 2 | 6.9 | 2.1 | 0.9 | -6
Cc1c(NC(=O)C(=O)/C=C(\O)c2ccc(Cl)cc2)c(=O)n(-c2ccccc2)n1C | -3 | 27 | 3 | -0.3 | -9 | -27 | 2.8 | 2.3 | -2.7 | .
Cc1ccc2c(c1)[C@H]1[C@H](CO2)[C@H](c2ccccc2)[C@]2(C)C(=O)Nc3cc(Cl)ccc3C(=O)N12 | 0 | 9 | -3 | -0.7 | -9 | -9 | 4.9 | . | -0.5 | .
Cc1cc(Br)ccc1SCC(=O)NNC(=O)c1ccco1 | . | 4 | 1 | -1.9 | -9 | -4 | 0.3 | 1.0 | -0.2 | 0
O=C1CC(N(CCc2ccccc2)C(=S)Nc2ccccc2)C(=O)N1c1ccccc1 (stereo not drawn) | 1 | -1 | -11 | 0.0 | -6 | 1 | 2.4 | 1.7 | -1.2 | .
CCOC(=O)C1=C(C)NC2=C(C(=O)C(C(=O)OC)C(C)C2)C1c1ccc(OC)c(O)c1 (stereo not drawn) | 5 | 7 | 5 | 1.9 | -6 | -7 | 1.8 | 4.7 | 0.7 | -6
CC(C)N1CCc2c(sc(NC(=O)c3ccc(S(=O)(=O)N(C)CC4CCCO4)cc3)c2C(N)=O)C1 (stereo not drawn) | -3 | 7 | 6 | -2.4 | -4 | -7 | -1.8 | -1.6 | -2.6 | -2
CCOc1cc(C)c(Cl)cc1S(=O)(=O)NCCOC | -3 | 13 | -3 | -2.2 | -3 | -13 | 0.1 | 4.6 | -0.1 | -2
O=C(CSc1nnc(NC(=O)c2c(F)cccc2F)s1)NC1CC1 | -2 | . | 2 | -0.3 | -6 | . | 2.1 | 3.2 | -1.9 | -1
COc1ccc(S(=O)(=O)Nc2cccc3c2O[C@H](CN(C)S(=O)(=O)c2ccc(F)cc2)[C@H](C)CN([C@H](C)CO)C3=O)cc1 | 2 | 8 | 3 | 0.2 | -14 | -8 | 0.9 | 1.9 | 0.1 | -3
COc1cccc(CN2CCN(Cc3ccc(C)o3)CC2CCO)c1 (stereo not drawn) | -3 | . | 0 | -1.1 | -7 | . | 0.2 | -1.1 | -2.4 | -3
CCN(CC)c1ccc(N=CN2CCOCC2)cc1 | . | . | 6 | 1.4 | -2 | . | 2.8 | 1.6 | 0.1 | 5
CC(C)(C)n1nnnc1C(c1cccs1)N(Cc1ccccc1)Cc1ccco1 (stereo not drawn) | -2 | -5 | 3 | 2.2 | -1 | 5 | 1.3 | 1.8 | -0.2 | .
O=C(c1cccc(Cl)c1)N1CCC2CC1c1cc(N3CCOCC3)ccc12 (stereo not drawn) | 0 | -14 | -1 | . | 9 | 14 | . | 1.2 | 0.4 | -1
COc1ccccc1N1CCN(/N=C\c2ccccc2)CC1 | 2 | -4 | -11 | -2.0 | . | 4 | -3.3 | 1.7 | -2.6 | 3
c1ccc2c(Nc3nnc(-c4ccncc4)s3)cccc2c1 | -9 | -32 | -11 | -1.1 | ? | 32 | 3.9 | 3.7 | -4.7 | .
O=C(N/N=C\c1cccs1)c1ccccc1-n1cccc1 | . | -2 | -11 | -0.8 | -17 | 2 | 2.7 | 3.9 | -0.7 | -1
CN(C)c1ccc(CNC(=O)CCc2ccc(S(=O)(=O)N3CCCCCC3)cc2)cc1 | -2 | -15 | -2 | . | -11 | 15 | . | 2.1 | -2.2 | -1
C=CCn1c(SCc2cccc(F)c2)nc2cc(C(=O)N3CCC(C(N)=O)CC3)ccc2c1=O | -2 | -2 | 3 | 0.8 | 5 | 2 | -0.4 | 2.3 | -1.9 | 0
CC(C)(C)NC(=O)C(=O)NNC(=O)C12CC3CC(CC(C3)C1)C2 | -3 | 111* | -3 | -3.7 | . | -111 | -0.1 | 2.3 | . | 7
CCOC(=O)N1CCN(C(=O)C2CCN(S(=O)(=O)c3ccc(NC(C)=O)cc3)CC2)CC1 | 4 | 13 | -1 | -0.2 | 3 | -13 | 3.0 | 2.6 | -0.6 | -4
Cc1ccc(NC(=O)Cc2c(Cl)cccc2Cl)cc1S(=O)(=O)N(C)C | 0 | 17 | -8 | -1.1 | 13 | -17 | 4.6 | -0.4 | -1.8 | .
CCc1ccccc1N(C(C)=O)c1nc(CCl)cs1 | -4 | 1 | 4 | -0.5 | -15 | -1 | -2.6 | 1.6 | -1.7 | -1
Cc1cc(O)ccc1Nc1nc(-c2cccs2)cs1 | -2 | -18 | -2 | 2.8 | 37 | 18 | -0.3 | 2.7 | -0.4 | -1
O=C(c1ccc2ncsc2c1)N1CCCCC1 | -2 | 17 | -3 | 2.1 | -8 | -17 | -0.3 | 1.8 | -0.6 | 0
COc1ccccc1CNC(=O)CSc1nc2ccccc2c(=O)n1CCCN1CCOCC1 | -3 | 23 | -3 | -0.2 | 8 | -23 | 2.0 | 2.8 | -2.5 | 1
O=C(CN1CCN(c2ccc(O)cc2)CC1)N1CCc2ccccc21 | 49* | -6 | -7 | -0.6 | -18 | 6 | 3.3 | -0.6 | 0.2 | -4
CCS(=O)(=O)N1CCC(C(=O)NCCCN2CCCCCC2)CC1 | -2 | 3 | -3 | 0.2 | 3 | -3 | 0.9 | 2.6 | -0.9 | -1
ON=C1c2ccccc2-c2ccc(O)cc21 | -4 | 4 | -13 | . | 4 | -4 | . | 2.3 | -2.4 | 3
COC(=O)c1ccc(COc2ccc(F)cc2)o1 | 3 | 43 | 2 | -0.5 | 22 | -43 | 0.0 | 0.6 | 0.5 | 4
CCCCCC1CC(=O)C=C(C)C1C(=O)OC (stereo not drawn) | -3 | 10 | 4 | 1.3 | . | -10 | 0.9 | -0.1 | -1.3 | -5
CN(C)Cc1ccccc1C(O)(c1ccccc1)c1ccccc1 | -2 | 11 | -2 | 0.0 | . | -11 | 3.7 | -1.0 | 0.6 | 2
CCOCCc1nnc(NC(=O)COC)s1 | 0 | 27 | -2 | 1.7 | 0 | -27 | 0.3 | 2.3 | -1.8 | -1
CC(C)(C)[C@@H]1C=C(C(=O)Nc2ccccc2)O[C@H](OCc2ccc(CO)cc2)C1 | -3 | -31 | -1 | -1.5 | 25 | 31 | 4.8 | 2.3 | -0.1 | -3
COC(=O)c1ccc(C(=O)OC)c(NC(=S)N2CCC(C(N)=O)CC2)c1 | -1 | 2 | 0 | 2.2 | 2 | -2 | 2.0 | 2.4 | -0.3 | -1
Cc1c(C(=O)N(C)c2ccccc2Cl)cnn1-c1ccccc1 | -7 | 1 | -4 | -0.3 | . | -1 | 2.6 | 2.4 | -0.8 | -1
CC(C)Cc1nnc(NC(=O)CSc2nc(-c3ccccc3)cc(=O)[nH]2)s1 | -2 | 9 | -1 | -1.0 | 5 | -9 | 1.0 | 3.4 | -0.3 | -1
Cc1cccc(C(=O)Nc2cccc3c2CCCC3)c1 | -1 | -26 | 1 | 3.2 | 20 | 26 | 2.0 | 1.2 | 0.6 | 0

Other structures follow.
SMILES | CAL PDZ FP-1 | SR-BI DiI-HDL act | Tat export inh | E coli growth | MITF TRPM1 HTS | SR-BI DiI inh | AddAB inh | phage Ecoli inh | CAL PDZ FP-2 | Wnt bcat act
CC(=O)Nc1ccc(OCC(=O)NCCc2ccccc2)cc1 | -3 | 7 | -9 | 1.2 | 1 | -7 | -0.8 | 1.2 | 0.0 | -2
CCCC(=O)NC(=S)Nc1ccccc1OC | -5 | 1 | 6 | 2.9 | . | -1 | 1.7 | 0.9 | -3.4 | 2
O=C(COC(=O)c1cc([N+](=O)[O-])ccc1NCc1ccccc1)NC1CCCCC1 | 2 | -13 | 0 | 0.6 | -5 | 13 | 1.0 | 2.3 | -0.4 | 20
CCN(CC)CCCN1C(=O)C(O)=C(C(=O)c2ccc(C)o2)C1c1ccc(C)o1 (stereo not drawn) | 5 | 33 | 6 | -3.1 | 4 | -33 | 3.0 | 1.9 | 0.1 | .
